Screening results from PubChem.
PRMT1 FP inh: blocks human protein arginine methyltransferase 1 | inhibition, % at 2.79 µM | AID 652257 | Q99873 | recombinant PRMT1, activity-based probe fluorescence polarization | 1.3% of 370,000 active;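 active = inhibition above about 21% made by adding two undisclosed values, limit read from the data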
ABHD4 inh: ABHD4 (mouse) inhibition, primary FP screen | 0.54% of 370,000 active | purified mABHD4, FP-Rh probe fluorescence polarization | AID 720543 | inhibition, % at 8.92 µM | Q8VD66;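 active = inhibition exceeding the mean over every tested compound plus 3 SD, cut at about 30% in these data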;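 note: 0% = plate median of compound wells and 100% = S159A mutant with DMSO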
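Test system: mouse ABHD4 enzyme, wild type. Reagent: FP-Rh fluorescent activity-based probe, added after compound pre-incubation. Timing: pre-incubation 45 min, probe exposure 60 min, at 25 °C. Technique: FP readout, ex 525 nm / em 598 nm. Benchmarks: high control S159A mutant with DMSO, low control median of compound wells.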
TCR-CD3 inh: human TCR-CD3 binding inhibition | inhibition, % at 9.4 µM | 0.37% of 360,000 active | TAMRA-labeled TCR probe fluorescence, biochemical; in the data active = inhibition above about 19%;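 note: recombinant mutant TCR 2C K166C tagged with TAMRA read by polarization; 0% = receptor in buffer alone and 100% = receptor with positive control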
SIAE inh: human SIAE inhibition, primary screen; Q9HAT2; SIAE FP-Rh probe binding, fluorescence polarization; inhibition, % at 9.66 µM; 0.69% of 370,000 active;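 active = inhibition above a cutoff: mean of compounds within the control limits plus 3 SD of those, cut at about 17% in these data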;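 note: 0% = plate median of compound wells and 100% = probe without SIAE protein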
UHRF1 binding: human UHRF1 methylated DNA binding inhibitors | Q96T88 | UHRF1 binding to methylated oligo, TR-FRET | inhibition, % at 4.4 µM | 0.75% of 370,000 active | AID 687016; in the data active = inhibition above about 21%;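 note: UHRF1 SRA domain binding a hemimethylated CpG hairpin DNA probe; 0% = median of test compound wells and 100% = reference inhibitor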
GC-A act: GC-A (human) enzyme activation; 0.14% of 370,000 active; HEK293 GC-A cells, cGMP TR-FRET, EC30 ANP; 0% at EC30 ANP, 100% saturating ANP; P16066; AID 1671463; activation, % at 10 µM; in the data active = activation above about 40%
MBD2 inh: MBD2-methylated oligo binding inhibition | TR-FRET, MBD2 binding to methylated oligonucleotide | inhibition, % at 4.4 µM | 0.31% of 370,000 active; in the data active = inhibition above about 13%
HTRA1 inhibitor: blocks human HTRA1 serine peptidase. Q92743. recombinant HTRA1, FP-rhodamine activity-based probe, fluorescence polarization. inhibition, % at 5.96 µM. 0.5% of 340,000 active. AID 504803; in the data active = inhibition above about 36%;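 note: 0% = enzyme with DMSO and 100% = wells lacking enzyme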
GC-B act: GC-B (human) receptor activation. HEK293-GC-B cells, CNP EC30, cGMP TR-FRET; 0% at EC30 CNP, 100% saturating CNP. AID 1920062. P20594. 0.11% of 370,000 active. activation, % at 10 µM;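 active = activation at 10 µM reaching about 35% in either raw or pattern-adjusted values, limit read from the data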
rCAG RNA binder: r(CAG) repeat RNA binding; inhibition, % at 3 µM; 1.3% of 370,000 active; AID 651821; TO-PRO-1 dye displacement fluorescence;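 active = inhibition above the plate cutoff, the mean of all test compounds on that plate plus 3 SD, cut at about 35% in these data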;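 note: 0% = DMSO alone and 100% = 100 µM mitoxantrone as full dye displacement; higher means more dye released from RNA so lower well fluorescence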
* marks the source's active call; other numbers are inactive results; / = not tested or not shown. An excerpt; the hit share may differ from the screen's.

1) O=c1[nH]c(O)c(/C=C2\C=NN=C2c2ccccc2)c(=O)[nH]1
2) Cc1ccc(-n2c(=S)[nH]c3ccc(C)cc3c2=O)cc1
3) COc1ccc(CCNCc2cccn2C)cc1OC
4) O=c1c2ccccc2nc(-c2ccccc2)n1-n1cccc1
5) COc1ccc(NC(=O)N2Cc3ccccc3-n3nncc3C2)cc1
6) COc1ccc(NC(=O)c2cc([N+](=O)[O-])ccc2N2CCNCC2)cc1

Screen / compound no.,1,2,3,4,5,6
GC-A act,1,0,-3,1,5,-2
MBD2 inh,-7,-2,-2,-3,1,2
TCR-CD3 inh,-3,-6,6,7,-4,7
HTRA1 inhibitor,3,-2,4,-2,-1,4
rCAG RNA binder,0,10,-3,0,1,4
PRMT1 FP inh,4,-2,-5,-3,4,0
GC-B act,1,-1,-3,0,0,0
ABHD4 inh,3,46*,-5,2,-5,3
SIAE inh,3,-4,4,-7,2,0
UHRF1 binding,-2,0,0,-1,1,-4

7) C[C@]12CCC3[C@@H](CC[C@H]4C[C@@H](O)CC[C@]34C)C1CCC2=O (stereo partly drawn)
8) O=C(O)c1cccc(NC(=O)N2C[C@H]3C[C@@H](C2)c2cccc(=O)n2C3)c1
9) O=C1/C(=C\c2ccc([N+](=O)[O-])cc2)N2CCC1CC2
10) O=C(CCC(=O)N1CCOc2ccc(Cl)cc21)N1CCC2(CC1)OCCO2
11) O=P(Oc1ccccc1)(Oc1ccccc1)c1ccccc1
12) CCOC(=O)c1ccc(NC(=O)N2CC3CC(C2)c2cccc(=O)n2C3)cc1 (stereo not drawn)

Screen / compound no.,7,8,9,10,11,12
GC-A act,0,0,5,4,-8,1
MBD2 inh,-1,5,-2,0,-2,-1
TCR-CD3 inh,2,4,2,0,2,3
HTRA1 inhibitor,-1,6,9,4,-11,1
rCAG RNA binder,-4,-2,-4,-3,-7,1
PRMT1 FP inh,2,-9,0,2,1,-8
GC-B act,-2,-3,5,3,-7,1
ABHD4 inh,1,-3,1,-2,4,-3
SIAE inh,-4,1,1,-6,-6,-2
UHRF1 binding,1,-1,3,0,4,2

Compound profiles, as listed above:
Record of O=C(O)c1cccc(NC(=O)N2C[C@H]3C[C@@H](C2)c2cccc(=O)n2C3)c1 : GC-A act = 0; MBD2 inh = 5; TCR-CD3 inh = 4; HTRA1 inhibitor = 6; rCAG RNA binder = -2; PRMT1 FP inh = -9; GC-B act = -3; ABHD4 inh = -3; SIAE inh = 1; UHRF1 binding = -1
Record of O=C1/C(=C\c2ccc([N+](=O)[O-])cc2)N2CCC1CC2 : GC-A act = 5; MBD2 inh = -2; TCR-CD3 inh = 2; HTRA1 inhibitor = 9; rCAG RNA binder = -4; PRMT1 FP inh = 0; GC-B act = 5; ABHD4 inh = 1; SIAE inh = 1; UHRF1 binding = 3
Record of C[C@]12CCC3[C@@H](CC[C@H]4C[C@@H](O)CC[C@]34C)C1CCC2=O (stereo partly drawn) : GC-A act = 0; MBD2 inh = -1; TCR-CD3 inh = 2; HTRA1 inhibitor = -1; rCAG RNA binder = -4; PRMT1 FP inh = 2; GC-B act = -2; ABHD4 inh = 1; SIAE inh = -4; UHRF1 binding = 1

Following part.
13) O=C(C[N+]12CCN(CC1)CC2)NCCc1ccc(Cl)cc1Cl
14) Brc1ccc(-[n+]2c(-c3ccccc3)cc(-c3ccccc3)cc2-c2ccccc2)cc1
15) O=C1CN=C(c2ccccc2)c2cc(Br)ccc2N1
16) Cn1cc(C(=O)NCc2ccccc2)c2ccccc21
17) Cc1ccc(N2C(=O)CC(=O)NC2=O)cc1
18) O=C(O)C1C2CCC(O2)C1C(=O)Nc1ccc(Cl)cc1 (stereo not drawn)

Screen / compound no.,13,14,15,16,17,18
GC-A act,1,-15,-8,-2,-5,3
MBD2 inh,0,3,0,-4,0,6
TCR-CD3 inh,6,8,9,3,8,-2
HTRA1 inhibitor,1,-14,8,0,5,/
rCAG RNA binder,-1,13,-2,-4,2,0
PRMT1 FP inh,-2,1,0,-2,4,3
GC-B act,-2,-1,-1,-6,-2,1
ABHD4 inh,-1,14,-1,-1,5,8
SIAE inh,-8,5,-2,0,1,5
UHRF1 binding,-2,-1,0,0,-5,11

19) CC1=CC(C)CC(C)OC(=O)CC(c2ccc(O)cc2)NC(=O)C(Cc2c(Br)[nH]c3ccccc23)N(C)C(=O)C(C)NC(=O)C(C)C1 (stereo not drawn)
20) CCN(CC)C(=O)c1ccc(NC(=O)CN2CCc3cc(OC)c(OC)cc3C2)cc1
21) O=C(CSC1c2ccccc2-c2ccccc21)N/N=C/c1ccccc1C(=O)O
22) O=[As](O)(O)c1ccc(N=Nc2ccc(O)cc2)cc1
23) COc1cccc(C(=O)C2CCCN(Cc3cccc(C)n3)C2)c1 (stereo not drawn)
24) NC(N)=N/N=C/c1ccc(N2CCOCC2)cc1
25) O=C(Nc1ccc(OC(=O)N2CCCCC2)cc1)N1CCOCC1
26) COC(=O)Cn1cc(C=C2C(=O)NC(=O)NC2=O)c2ccccc21

Screen / compound no.,19,20,21,22,23,24,25,26
GC-A act,-35,3,-2,1,-5,-8,-1,-26
MBD2 inh,-4,0,4,1,1,-3,-1,-3
TCR-CD3 inh,6,12,6,-4,6,-1,-2,-2
HTRA1 inhibitor,-30,-4,-15,-2,-1,-6,-1,2
rCAG RNA binder,8,-4,12,-1,0,3,-5,-1
PRMT1 FP inh,-1,-1,-4,3,0,3,-2,19
GC-B act,-19,6,-4,3,6,-3,-1,-6
ABHD4 inh,-11,-2,0,6,0,1,-1,3
SIAE inh,-2,3,1,-1,-3,3,0,-5
UHRF1 binding,-2,-2,-2,0,1,-3,0,-5

An excerpt from above in order of molecular weight, rising.
23) COc1cccc(C(=O)C2CCCN(Cc3cccc(C)n3)C2)c1 (stereo not drawn)
26) COC(=O)Cn1cc(C=C2C(=O)NC(=O)NC2=O)c2ccccc21
21) O=C(CSC1c2ccccc2-c2ccccc21)N/N=C/c1ccccc1C(=O)O
20) CCN(CC)C(=O)c1ccc(NC(=O)CN2CCc3cc(OC)c(OC)cc3C2)cc1

Screen / compound no.,23,26,21,20
GC-A act,-5,-26,-2,3
MBD2 inh,1,-3,4,0
TCR-CD3 inh,6,-2,6,12
HTRA1 inhibitor,-1,2,-15,-4
rCAG RNA binder,0,-1,12,-4
PRMT1 FP inh,0,19,-4,-1
GC-B act,6,-6,-4,6
ABHD4 inh,0,3,0,-2
SIAE inh,-3,-5,1,3
UHRF1 binding,1,-5,-2,-2
